# Compound activity: PubChem BioAssay, several laboratories
# K1F lysis inhibition: inhibition of K1F phage lysis, E. coli UTI89, bacterial capsule biogenesis inhibitors, alamar blue (AID 488966) | E. coli UTI89 K1F phage lysis, alamar blue, 2 h; higher % means a stronger effect | inhibition, % at 100 µM, or IC50 in µM where a hit was titrated | 0.02% of 340,000 active;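 active means phage lysis inhibition, versus mean bacterial control, above a set limit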;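 further: capsule biogenesis inhibitors block K1F phage lysis so surviving cells raise fluorescence; higher fluorescence means more inhibition of phage lysis; actives were called in the ten point dose series up to 300 µM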
# NTR1 ag: agonists of NTR1, primary screen, imaging, U2OS cells, beta-arrestin-GFP, high content (AID 493036); NTR1-U2OS beta-arrestin-GFP spot imaging, agonist mode; activation, % at 20 µM; 0.17% of 330,000 active; Neurotensin receptor type 1 (Homo sapiens), P30989;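 active means activation at or above 40% of the spot to cytoplasm intensity ratio, with at least 20 cells analyzed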;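 further: 0% = DMSO without peptide and 100% = 100 nM NTR1 peptide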
# Target sequence (P30989 whole entry, looked up): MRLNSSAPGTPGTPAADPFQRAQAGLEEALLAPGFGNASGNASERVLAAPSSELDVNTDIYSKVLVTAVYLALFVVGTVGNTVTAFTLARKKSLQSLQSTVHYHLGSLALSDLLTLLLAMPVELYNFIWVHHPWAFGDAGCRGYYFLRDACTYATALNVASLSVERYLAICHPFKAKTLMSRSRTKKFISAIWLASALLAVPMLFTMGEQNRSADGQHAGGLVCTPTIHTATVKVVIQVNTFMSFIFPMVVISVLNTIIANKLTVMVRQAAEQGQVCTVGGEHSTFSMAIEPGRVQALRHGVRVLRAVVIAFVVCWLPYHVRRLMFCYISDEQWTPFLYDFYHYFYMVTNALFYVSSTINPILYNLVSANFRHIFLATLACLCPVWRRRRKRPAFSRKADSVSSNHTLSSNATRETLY
# NS5 inhibitors: Dengue-2 NS5 methyltransferase inhibitors, primary screen, biochemical, confirmation dose response (AID 588689) | Genome polyprotein (Dengue virus type 2 (strain 16681-PDK53)) | Dengue-2 NS5 methyltransferase capping enzyme assay, biochemical; higher % means a stronger effect | inhibition, % at 25 µM, or IC50 in µM where a hit was titrated | 0.3% of 340,000 active; in the data active means a potency from the dose series
# NTR1 ag cell count 20 µM: also measured in NTR1 ag; calls as there; cell count; measured here: cell count, cytotoxicity flag
# * hit, by the source's call; [ ] = dose if it differs, or a comment. Only part of the results is shown; count on the stated rates, not on these rows.
SMILES,K1F lysis inhibition,NTR1 ag,NTR1 ag cell count 20 µM,NS5 inhibitors
COc1ccc(C[C@H]2NC[C@H](O)[C@H]2OC(C)=O)cc1,3.9%,8.3,68,-3.7%
C=CCc1ccc(OC)cc1,8.1%,-0.6,82,-0.7%
CN1C2CCC1C(C(=O)O)C(OC(=O)c1ccccc1)C2 (centres undefined),-0.4%,-1.3,64,-0.7%
Cn1cc(C(=O)OCC(=O)N2CCCC2)c2ccccc21,1.0%[50 µM],-0.4,86,-2.3%
C[N+]1(C)C2CC(OC(=O)C(CO)c3ccccc3)CC1C1OC12 (centres undefined),2.2%,-2.2,63,-4.4%
CCC1(c2cccc(O)c2)CCCCN(C)C1 (centres undefined),2.8%,0.0,68,-0.7%
C[C@@H]1O[C@@H](O[C@H]2C[C@@H](O)[C@]3(CO)[C@@H]4C(CC[C@]3(O)C2)[C@@]2(O)CC[C@H](C3COC(=O)C3)[C@@]2(C)C[C@H]4O)[C@H](O)[C@H](O)[C@H]1O (some centres undefined),2.5%,-2.2,58,1.5%
COC(=O)C1=C(c2cccc(OCc3ccccc3)c2)C[C@@H]2CC[C@H]1N2C(=O)NCCCc1ccccc1,-2.1%,5.1,49,-5.2%
CN/C=C(/Cl)P(=O)(OC(C)C)OC(C)C,0.7%,-0.9,43,-6.9%
COC(=O)C1=C(c2ccccc2)C[C@@H]2CC[C@H]1N2C(=O)NC(C)C,-0.2%,5.8,92,-1.6%
CCN1C[C@@]2(COC)C3[C@@H](OC)[C@H]4[C@@H]1[C@@]3(C1C[C@H]3[C@H](O)C1[C@]4(O)C[C@H]3OC)[C@@H](OC)C[C@H]2O (some centres undefined),0.6%,4.9,87,-1.4%
COC(=O)C1=CO[C@@H](C)[C@@H]2CN(CCc3c[nH]c4ccccc34)CC[C@H]12,0.1%,-2.7,67,7.7%
COC(=O)C1=C(c2cc3ccccc3s2)C[C@@H]2CC[C@H]1N2C(=O)NC1CCCCC1,0.9%,-0.2,84,-1.6%
C=C1C(=O)[C@@]23C[C@H]4[C@@H]5[C@@]6(C)CCC[C@@]57[C@@H]2[C@@H](O)[C@@H]1C[C@H]3[C@H]7N4C6,-0.5%,5.9,108,-21.6%
COc1cc(C(O)CN)ccc1O (centres undefined),2.6%,-1.5,49,-4.5%
C[C@]12CCC(=O)C[C@@H]1CC[C@@H]1[C@@H]2CC[C@]2(C)[C@@H](O)CC[C@@H]12,-0.3%,0.9,57,-2.0%
C=C(C)[C@@H]1C2C(=O)O[C@H]1[C@H]1OC(=O)[C@@]34OC3C[C@]2(O)[C@@]14C (some centres undefined),4.7%,-0.7,69,1.5%
CCS(=O)(=O)Nc1cccc(C(=C2CCCCC2)c2cnc[nH]2)c1,1.1%,6.0,55,-8.2%
BrCC(Br)(Br)Br,0.0%,7.4,57,-7.3%
COC(=O)C1=C(c2ccc(OC)c(OC)c2)C[C@@H]2CC[C@H]1N2C(=O)N1CCCCC1,-0.3%,0.7,70,-6.3%
CN(C(=O)Cc1ccc(Cl)c(Cl)c1)C(CN1CCCC1)c1cccc(OCC(=O)O)c1 (centres undefined),1.6%,-0.3,43,-3.0%
CCCCOC(=O)c1ccc(NC(=O)c2c(O)[nH]c(=O)[nH]c2=O)cc1,-1.9%,1.4,49,0.0%
COC(=O)C1=C(c2cccc(OC)c2OC)C[C@@H]2CC[C@H]1N2C(=O)NC1CCCCC1,-0.9%,4.8,84,-5.5%
C[C@]12CC[C@H](O)C[C@H]1CC[C@@H]1[C@@H]2C[C@@H](O)[C@]2(C)[C@@H](C3=CC(=O)OC3)CC[C@]12O,2.9%,-1.8,60,-0.7%
COc1ccc2[nH]c3c(c2c1)CCNC3,0.1%,-0.2,98,-9.4%
COC(=O)C1=C(c2ccc(-c3ccccc3)c(F)c2)C[C@@H]2CC[C@H]1N2C(=O)NCCO,-1.1%,-1.6,68,-1.6%
COC(=O)C1=C(c2ccc(Cl)c(C(F)(F)F)c2)C[C@@H]2CC[C@H]1N2C(=O)NCCO,0.6%,0.8,69,0.0%
CC1=NN=C(c2ccc(N)cc2)c2cc3c(cc2C1)OCO3,4.1%,0.0,67,-5.1%
O=[N+]([O-])c1ccc(Cl)cc1,3.4%,0.3,62,0.0%
CN=C1CN(O)C(c2ccccc2)=c2cc(Cl)ccc2=N1,-5.1%,-0.8,67,2.9%
N[C@@H]1C[C@H]1c1ccccc1,2.6%,2.7,69,-3.7%
CNC(C)Cc1ccccc1 (centres undefined),0.7%,1.1,68,-3.4%

# As a working copy, 16 of the compounds above.
SMILES,K1F lysis inhibition,NTR1 ag,NTR1 ag cell count 20 µM,NS5 inhibitors
COc1cc(C(O)CN)ccc1O (centres undefined),2.6%,-1.5,49,-4.5%
C[C@]12CCC(=O)C[C@@H]1CC[C@@H]1[C@@H]2CC[C@]2(C)[C@@H](O)CC[C@@H]12,-0.3%,0.9,57,-2.0%
C=C(C)[C@@H]1C2C(=O)O[C@H]1[C@H]1OC(=O)[C@@]34OC3C[C@]2(O)[C@@]14C (some centres undefined),4.7%,-0.7,69,1.5%
CCS(=O)(=O)Nc1cccc(C(=C2CCCCC2)c2cnc[nH]2)c1,1.1%,6.0,55,-8.2%
BrCC(Br)(Br)Br,0.0%,7.4,57,-7.3%
COC(=O)C1=C(c2ccc(OC)c(OC)c2)C[C@@H]2CC[C@H]1N2C(=O)N1CCCCC1,-0.3%,0.7,70,-6.3%
CN(C(=O)Cc1ccc(Cl)c(Cl)c1)C(CN1CCCC1)c1cccc(OCC(=O)O)c1 (centres undefined),1.6%,-0.3,43,-3.0%
CCCCOC(=O)c1ccc(NC(=O)c2c(O)[nH]c(=O)[nH]c2=O)cc1,-1.9%,1.4,49,0.0%
COC(=O)C1=C(c2cccc(OC)c2OC)C[C@@H]2CC[C@H]1N2C(=O)NC1CCCCC1,-0.9%,4.8,84,-5.5%
C[C@]12CC[C@H](O)C[C@H]1CC[C@@H]1[C@@H]2C[C@@H](O)[C@]2(C)[C@@H](C3=CC(=O)OC3)CC[C@]12O,2.9%,-1.8,60,-0.7%
COc1ccc2[nH]c3c(c2c1)CCNC3,0.1%,-0.2,98,-9.4%
COC(=O)C1=C(c2ccc(-c3ccccc3)c(F)c2)C[C@@H]2CC[C@H]1N2C(=O)NCCO,-1.1%,-1.6,68,-1.6%
COC(=O)C1=C(c2ccc(Cl)c(C(F)(F)F)c2)C[C@@H]2CC[C@H]1N2C(=O)NCCO,0.6%,0.8,69,0.0%
CC1=NN=C(c2ccc(N)cc2)c2cc3c(cc2C1)OCO3,4.1%,0.0,67,-5.1%
O=[N+]([O-])c1ccc(Cl)cc1,3.4%,0.3,62,0.0%
CN=C1CN(O)C(c2ccccc2)=c2cc(Cl)ccc2=N1,-5.1%,-0.8,67,2.9%
